H1N1 NS1A inhibition: H1N1 influenza NS1A inhibitors, functional cell based assay (AID 504329); inhibition, % at 12.5 µM; hits with a dose series show IC50 in µM; hit rate 0.3% among 340,000; NS1A functional cell-based assay, percent inhibition; higher % means a stronger effect; in the data active means a potency from the dose series; inconclusive means inhibition above about 27% without an active follow-up result; further: strong numbers were not always called active
tuberculosis growth: growth inhibition of non-replicating M. tuberculosis (AID 488890); one-dose inhibition, % at 25 µM; IC50 in µM for titrated hits; Mycobacterium tuberculosis non-replicating, growth inhibition; higher % means a stronger effect; hit rate 0.39% among 320,000; in the data active means a potency from the dose series; inconclusive means inhibition mostly from about 82% at the one dose, without a potency; inactive means the rest, 99 in 100 with inhibition below about 76%;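 further: plate controls were DMSO cells for no effect and high antibiotic wells for full effect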
H37Rv inhibition: M. tuberculosis growth inhibition, HTS (AID 449762) | inhibition, % at 25 µM; hits with a dose series show IC50 in µM | M. tuberculosis H37Rv growth inhibition, 7H9 media; higher % means a stronger effect | hit rate 0.59% among 330,000; in the data active means a potency from the dose series; inconclusive means inhibition above about 70% without an active follow-up result;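 further: bacterial growth assessed after seven days of incubation; strong numbers were not always called active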
inhibitors of VEEV: inhibitors of VEEV TC-83 cytopathic effect, confirmation, Vero cells (AID 588727) | inhibition, % at 20 µM, or IC50 in µM where a hit was titrated | Vero cells, VEEV TC-83 cytopathic effect inhibition; higher % means a stronger effect | hit rate 0.13% among 350,000; in the data active means a potency from the dose series; inconclusive means inhibition mostly from about 14% at the one dose, without a potency; inactive means the rest, 99 in 100 with inhibition below about 12%; further: strong numbers were not always called active
PhoP GFP inhibition: PhoP regulon inhibitors, Salmonella typhi PhoP promoter GFP reporter, confirmatory (AID 1850). inhibition, % at 50 µM, or IC50 in µM where a hit was titrated. Salmonella Typhi PhoP-promoter GFP reporter, fluorescence, 4 h; higher % means a stronger effect. hit rate 0.33% among 310,000; in the data active means a potency from the dose series; inconclusive means inhibition mostly from about 25% at the one dose, without a potency; inactive means the rest, 99 in 100 with inhibition below about 19%;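 further: 0% = induced wells with vehicle and 100% = uninduced wells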
inhibitors of VEEV 10K pilot screen: recorded beside inhibitors of VEEV, whose call it bears; inhibition, %; measured here: 10K pilot screen inhibition
Active calls of the source: *; i = inactive; ? = inconclusive; . = not tested or not shown.

SMILES	H1N1 NS1A inhibition	tuberculosis growth	H37Rv inhibition	inhibitors of VEEV	PhoP GFP inhibition	others
CC1CN(C(=O)c2ccc([N+](=O)[O-])s2)CC(C)O1 (stereo not drawn)	-4%	15%	11%	i	.
CC(=O)c1c(C)cc(C)c(CSc2ccccn2)c1C	-12%	47%	-3%	0.6%	8%
Cc1cc2oc(C(=O)N(Cc3ccccc3)C3CCS(=O)(=O)C3)cc(=O)c2cc1Cl (stereo not drawn)	3%	11%	6%	i	0%
O=C(NCc1nc(-c2ccc(C(F)(F)F)cc2)no1)Nc1ccc(OC(F)(F)F)cc1	.	3%	10%	?	3%
Cc1ccccc1-n1ncc2c(SCC(=O)NCc3cccs3)ncnc21	-1%	2%	4%	i	-1%
O=C(Cc1c(F)c(F)c(F)c(F)c1F)Nc1nc(-c2ccccc2)cs1	1%	59%	?	13%	0%
CCc1ccc(C(=O)CSc2nnc(C)c(=O)[nH]2)cc1	0%	9%	-1%	i	-4%
CCCCn1c(N)c(N(CCOC)C(=O)c2cccc(S(=O)(=O)N(C)c3ccccc3)c2)c(=O)[nH]c1=O	-3%	18%	-2%	5.0%	-4%
COc1cc(C(=O)OCCN2CCOCC2)ccc1O	4%	-6%	-3%	i	5%
OC1(c2cccc(C(F)(F)F)c2)CCN(Cc2nnnn2Cc2ccccc2)CC1	-5%	25%	-6%	1.1%	-8%
O=C(CCNC(=O)c1ccc(Br)cc1)NNC(=O)c1ccccc1O	-5%	-9%	-4%	5.9%	4%
CCOc1ccc2c(c1)nc(C)n2C	.	-7%	-6%	2.0%	-13%
CCC(=O)Nc1ccc(Br)cn1	-2%	.	-9%	0.7%	9%
Cc1nc(S(=O)(=O)c2cccc(Cl)c2)nc2c1CCC2	0%	-5%	-5%	1.5%	-9%
CCC(C)(C)NC(=O)C(c1ccc(OC)cc1)N(Cc1ccc(OC)cc1)C(=O)CCC(=O)Nc1cc(C)on1 (stereo not drawn)	-5%	8%	-2%	0.9%	-1%
O=[N+]([O-])c1cc(-c2cnc3ccccc3n2)ccc1Oc1ccc(F)cc1	0%	0%	63%	0.3%	-18%
Cc1ccc(C(=O)NCCCNc2ccccc2[N+](=O)[O-])cc1	-2%	46%	-9%	1.2%	-3%
Cc1cc(C)c2nc(-c3ccncc3)cc(C(=O)N3CCN(Cc4ccccc4Cl)CC3)c2c1	-5%	12%	23µM*	7.6%	3%
CCSCc1nnc(SCC(=O)Nc2nc(C)cs2)n1C	.	-15%	-7%	.	-4%
O=C(OCC(=O)N1CCCC1)c1cc(Cl)ccc1Cl	-26%	?	?	i	0%
COc1ccc(CNCc2ccc3ccccc3c2)c(OC)c1	6%	.	12%	2.9%	-2%
O=C(CSc1cn(CCNC(=O)c2cccs2)c2ccccc12)NCC1CCCO1 (stereo not drawn)	0%	-6%	-3%	1.3%	6%
CCC(CO)Oc1cc(NCc2ccc(C(=O)O)cc2)c2ncn(C(C)C)c2c1 (stereo not drawn)	12%	4%	7%	i	.
CCOC(=O)c1c(S(=O)(=O)Nc2ccccn2)c(C)n(C)c1C	-10%	2%	1%	1.1%	-6%
CC(C)(O)C#Cc1ccc(CNC[C@H]2O[C@@H](n3cnc4c(N)ncnc43)[C@H](O)[C@@H]2O)s1	0%	.	.	i	.
Nc1nnn(CC(=O)N/N=C/C=C/c2ccccc2)n1	-15%	-21%	-2%	i	1%
N#Cc1ccc(S(=O)(=O)N2CCN(C(=O)C3CC(=O)N(c4ccc5c(c4)OCCO5)C3)CC2)cc1 (stereo not drawn)	-22%	18%	0%	0.7%	.
O=C(N/N=C/c1ccccc1O)C1CC(=O)N(c2ccc(Cl)cc2)C1 (stereo not drawn)	-4%	55%	-6%	8.4%	10%
O=S(=O)(NCCc1csc(-c2cccnc2)n1)c1ccc(F)cc1	-5%	-6%	-4%	3.6%	-16%
O=C(CSc1n[nH]c(-c2cccnc2)n1)Nc1cccc(Cl)c1	0%	4%	-6%	2.0%	12%
COc1ccc(OC)c(NC(=O)CC(NC(C)=O)c2ccccc2)c1 (stereo not drawn)	-3%	-8%	-7%	2.9%	7%
Cc1ccc(NC(=S)NCCc2ccccc2)nc1	6%	36%	9%	i	10%
N#CC(=Cc1ccc(O)cc1)C(N)=C(C#N)C#N	7%	-3%	-2%	2.8%	-3%
Cc1ccccc1NC(=O)c1sc(Cl)nc1C	-1%	-18%	-1%	i	-10%
CN(CCOc1ccccc1)CC(O)COCc1ccccc1F (stereo not drawn)	-9%	33%	10%	i	1%
COC(=O)c1cc(-c2ccc(OC)cc2)nc2nc(SC)[nH]c(=O)c12	0%	-11%	4%	2.5%	-9%
CCOC(=O)c1ccc(S(=O)(=O)Nc2cc(C(C)(C)C)no2)cc1	5%	-1%	-15%	0.3%	-11%	inhibitors of VEEV 10K pilot screen=2.7
CNC(=O)CSc1nc(-c2ccccc2)c(-c2ccccc2)o1	-10%	6%	3%	1.9%	-30%
CCOC(=O)N1CCC(NC(=O)C2CCCN(S(=O)(=O)c3cccnc3)C2)CC1 (stereo not drawn)	3%	-7%	-1%	1.0%	6%
COC(=O)c1ccccc1NC(=O)NC1CC1	2%	6%	-3%	3.7%	1%
COc1cc(-c2cc(C(=O)Nc3ccccc3N3CCOCC3)c3ccccc3n2)cc(OC)c1OC	5%	18%	0%	7.5%	8%
CN(C)C=NC(=O)c1cccn1-c1ncc(C(F)(F)F)cc1Cl	-6%	44%	?	2.9%	6%
O=C(CCCc1ccccc1)N1CCN(c2ccc([N+](=O)[O-])cc2)CC1	-8%	?	28%	0.1%	2%
CC1CCCCN1C(=O)c1cc2nc(-c3ccccc3)cc(-c3ccccc3)n2n1 (stereo not drawn)	-16%	.	7%	i	1%
CCOC(=O)Cc1csc(NC(=O)C(C)(C)C)n1	3%	0%	-9%	3.0%	-9%
Cc1ccc(/C=C2\SC(=S)N(CCCC(=O)Nc3ccccn3)C2=O)cc1	8%	5%	1%	7.2%	-5%
FC(F)(F)c1nc(-c2ccccc2)ncc1-c1nnnn1-c1ccccc1	2%	0%	4%	12%	5%
O=C1CC(C(=O)Nc2ccc(Cl)cc2[N+](=O)[O-])C2(CCCCC2)O1 (stereo not drawn)	5%	12%	14%	2.8%	-8%
CCOC(=O)c1c(NC(=O)C2C3C=CC(C3)C2C(=O)O)sc2c1CCCC2 (stereo not drawn)	5%	2%	-5%	1.9%	3%
Cc1cccc(Nc2ncnc3onc(-c4ccc(F)cc4)c23)c1C	-1%	5%	1%	0.5%	-1%	inhibitors of VEEV 10K pilot screen=0.1
Going on with the list:
SMILES	H1N1 NS1A inhibition	tuberculosis growth	H37Rv inhibition	inhibitors of VEEV	PhoP GFP inhibition	others
O=[N+]([O-])c1cccnc1Sc1ccc(F)cc1	.	18%	-10%	0.9%	3%
NC(=O)c1ccc(-n2nnnc2SCc2ccc(F)cc2)cc1	13%	-3%	-7%	1.9%	-7%
CCn1c(=O)cc(OCC(=O)N2CCCCCC2)c2ccccc21	19%	11%	-3%	3.6%	-51%
COC(=O)[C@@H]1CCCN1Cc1c(C(=O)N2CCOCC2)nc2c(C)cccn12	0%	1%	1%	1.3%	-7%
COC(=O)c1ccc(C)c(NC(=O)c2ccc(Cn3cc([N+](=O)[O-])cn3)o2)c1	2%	12%	0%	0.9%	-5%
COc1ccc(/C=C\C(=O)NCc2ccc3c(c2)cc(C)n3C)cc1OC	9%	72%	-2%	1.1%	-3%
O=C(Oc1ccc(-c2nnco2)cc1)C1CCN(C(=O)c2ccc(F)cc2)CC1	-2%	-1%	3%	1.1%	-15%
CCn1c(-c2ccc(C(C)(C)C)cc2)n[nH]c1=S	-11%	3%	6%	1.6%	22%
COCCNC(=O)Cn1cc(C(=O)c2ccco2)c2ccccc21	-5%	-5%	5%	1.1%	2%
COc1cccc2cc(C(=O)OC3CCN(C)CC3)c(=O)oc12	-5%	.	3%	i	.
O=C(NC1CCCCC1)c1ccc(S(=O)(=O)c2ccccc2)cc1	.	2%	7%	3.8%	0%
CC(=O)N/N=C(/c1ccccc1)C(O)c1ccccc1 (stereo not drawn)	-10%	-31%	-1%	1.2%	1%
CCCc1cc(=O)n2[nH]c(C)cc2n1	9%	-6%	-1%	0.6%	1%	inhibitors of VEEV 10K pilot screen=1.0
Cc1ccc(CCNC(=O)C2CCCN(S(=O)(=O)c3c(C)noc3C)C2)cc1 (stereo not drawn)	4%	-19%	-13%	1.2%	7%
CC(NC(=O)c1cc(COc2cccc(C(F)(F)F)c2)on1)c1nccs1 (stereo not drawn)	-7%	58%	10%	6.4%	-5%
CC(=O)N[C@H]1C(O)O[C@H](CO)[C@@H](O)[C@@H]1O (stereo partly drawn)	0%	3%	-1%	1.1%	-13%
CC(=O)CSc1nnc(-c2ccc(S(=O)(=O)N3CCCC3)cc2)n1C	10%	8%	0%	0.8%	2%
NC(=S)NNc1ccnc2cc(Cl)ccc12	-1%	?	41%	0.7%	-9%
Cc1cccc(N2CCN(Cc3ccc(Br)o3)CC2)c1C	-6%	.	1%	0.8%	-5%
O=C(Cn1c(=S)nc2ccccn21)N1CCc2ccccc2C1	5%	2%	-4%	0.9%	1%

Gathered by group, the entries above with a Cl atom
SMILES	H1N1 NS1A inhibition	tuberculosis growth	H37Rv inhibition	inhibitors of VEEV	PhoP GFP inhibition	others
Cc1cc2oc(C(=O)N(Cc3ccccc3)C3CCS(=O)(=O)C3)cc(=O)c2cc1Cl (stereo not drawn)	3%	11%	6%	i	0%
Cc1nc(S(=O)(=O)c2cccc(Cl)c2)nc2c1CCC2	0%	-5%	-5%	1.5%	-9%
Cc1cc(C)c2nc(-c3ccncc3)cc(C(=O)N3CCN(Cc4ccccc4Cl)CC3)c2c1	-5%	12%	23µM*	7.6%	3%
O=C(OCC(=O)N1CCCC1)c1cc(Cl)ccc1Cl	-26%	?	?	i	0%
O=C(N/N=C/c1ccccc1O)C1CC(=O)N(c2ccc(Cl)cc2)C1 (stereo not drawn)	-4%	55%	-6%	8.4%	10%
O=C(CSc1n[nH]c(-c2cccnc2)n1)Nc1cccc(Cl)c1	0%	4%	-6%	2.0%	12%
Cc1ccccc1NC(=O)c1sc(Cl)nc1C	-1%	-18%	-1%	i	-10%
CN(C)C=NC(=O)c1cccn1-c1ncc(C(F)(F)F)cc1Cl	-6%	44%	?	2.9%	6%
O=C1CC(C(=O)Nc2ccc(Cl)cc2[N+](=O)[O-])C2(CCCCC2)O1 (stereo not drawn)	5%	12%	14%	2.8%	-8%
NC(=S)NNc1ccnc2cc(Cl)ccc12	-1%	?	41%	0.7%	-9%

Later entries
SMILES	H1N1 NS1A inhibition	tuberculosis growth	H37Rv inhibition	inhibitors of VEEV	PhoP GFP inhibition	others
Cc1cc(C)n(CCCN2CCC(C(=O)Nc3cccc(-c4cccc(F)c4)c3)CC2)n1	3%	24%	2%	6.6%	-3%
CN(CC(=O)Nc1ccc(Cl)cc1)C(=O)c1cc(-c2cccs2)nn1-c1ccccc1	-12%	-3%	1%	8.4%	2%
Cc1ccc(C)c(Cn2c(O)c(N=NC(=S)Nc3ccccc3F)c3ccccc32)c1	-6%	3%	-2%	i	1%
COc1ccc(N=C2NC(=O)C(CC(=O)NCCc3ccc(OC)c(OC)c3)S2)cc1 (stereo not drawn)	2%	14%	14%	0.7%	7%	inhibitors of VEEV 10K pilot screen=1.1
CCOc1cccc(C(=O)NC(=S)Nc2ccc(N3CCCC3)cc2)c1	6%	25%	-8%	3.8%	-4%
O=C(NCc1ccco1)/C(=C/c1ccccc1)NC(=O)c1ccco1	5%	-5%	1%	0.2%	-42%
Nc1nnc(SCC(=O)NC2CCCCCC2)s1	13%	-3%	-4%	1.1%	3%
Cn1cccc1/C=C1\C(=O)NC(=O)N(Cc2ccccc2Cl)C1=O	5%	.	.	2.7%	.
Cc1ccc(NC(=O)CCSc2nc(C)cc(C)n2)cc1	-2%	5%	-4%	1.5%	5%
CC1=NN(CCC#N)C(=O)/C1=C/c1ccc(N(C)C)cc1	18%	0%	-2%	0.6%	-5%
CCOc1ccc(NC(=O)CN(C)C(=O)c2ccc(OCC3CCCO3)cc2)cc1OCC (stereo not drawn)	-1%	-1%	-6%	4.9%	4%
COC(=O)COc1ccc(/C=N/NS(=O)(=O)c2ccccc2)cc1	-2%	?	1%	0.9%	8%
O=C1c2ccc([N+](=O)[O-])cc2NC(c2ccco2)N1/N=C/c1ccco1 (stereo not drawn)	-5%	11%	1%	0.7%	17%
O=C(COc1ccccc1)NC1CCCCCCC1	-8%	?	-4%	i	1%
COc1ccc(-n2nc(C(=O)NCC(=O)NCCCN3CCOCC3)c3ccccc3c2=O)cc1	-5%	-18%	7%	i	2%
O=C(CCn1c(=O)oc2ccccc21)Nc1ccc(N2CCOCC2)cc1	-7%	-3%	-1%	0.5%	-2%

Screens as filed in PubChem BioAssay.
